Source: PubChem BioAssay
NALP1 yeast inh: NALP1 inhibition | AID 2071 | actives 0.61% (n = 280,000) | inhibition, % at 10 µM | S. cerevisiae NALP1/ASC/caspase-1 growth, X-gal OD620, 72 h; in the data active = inhibition mostly above about 24%, no sharp cut-off; inactive = mostly below about 32%; also: some compounds called inactive have numbers as strong as hits
PHOSPHO1 inh: PHOSPHO1 (human) inhibition; AID 1565; inhibition, % at 13.3 µM; actives 1.1% (n = 290,000); recombinant PHOSPHO1, absorbance phosphatase assay; in the data active = inhibition above about 60%
Target sequence (Q8TCT1 whole entry, looked up): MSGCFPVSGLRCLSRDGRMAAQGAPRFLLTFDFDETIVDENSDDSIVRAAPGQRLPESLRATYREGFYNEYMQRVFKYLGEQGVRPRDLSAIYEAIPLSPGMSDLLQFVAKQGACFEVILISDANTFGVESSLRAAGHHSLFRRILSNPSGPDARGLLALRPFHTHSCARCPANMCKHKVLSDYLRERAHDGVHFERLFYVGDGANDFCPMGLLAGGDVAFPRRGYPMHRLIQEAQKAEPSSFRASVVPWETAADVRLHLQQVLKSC
GPR7 antag: human neuropeptides B/W receptor 1 antagonism; inhibition, % at 4.4 µM; actives 1.1% (n = 290,000); GPR7-expressing cells, fluorescence antagonist assay; P48145; in the data active = inhibition above about 16%, passing the limit was not always enough;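 also: cells stimulated with the agonist NPW; 0% = agonist with vehicle and 100% = vehicle without agonist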
Target sequence (P48145 whole entry, looked up): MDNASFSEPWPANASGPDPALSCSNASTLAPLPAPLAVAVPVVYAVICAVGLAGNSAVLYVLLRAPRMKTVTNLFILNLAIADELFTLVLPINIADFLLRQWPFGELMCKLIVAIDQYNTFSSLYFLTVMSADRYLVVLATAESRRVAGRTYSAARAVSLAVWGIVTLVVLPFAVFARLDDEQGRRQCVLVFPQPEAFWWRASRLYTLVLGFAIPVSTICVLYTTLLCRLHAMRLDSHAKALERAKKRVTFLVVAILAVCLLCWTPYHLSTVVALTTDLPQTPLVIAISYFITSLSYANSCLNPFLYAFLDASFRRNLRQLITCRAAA
IMP-1 inhibitor: blocks Pseudomonas aeruginosa IMP-1 metallo-beta-lactamase; inhibition, % at 5.6 µM; actives 0.45% (n = 290,000); purified IMP-1, nitrocefin hydrolysis, epi-absorbance fluorescence; AID 1556;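 active = inhibition above the mean plus 3 SD of all compounds in the same screening run, cut at about 4.5% in these data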;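 also: 0% = IMP-1 with DMSO and 100% = DMSO wells lacking enzyme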
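System: purified IMP-1 / Input: IMP-1 dispensed at 0.2 nM / Medium: 50 mM HEPES pH 7.1, 50 µM ZnSO4, 0.05% Brij 35 / Timing: 15 min enzyme–compound preincubation, then 25 min nitrocefin reaction, 25 °C / Technique: plate fluorescence quenching by hydrolysis product, ex 480/em 530 nm / Repeats: singlicate testing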
IDE cell activ: boosts human insulin-degrading enzyme activity in HEK cells | P14735 | FAbeta-B cleavage, fluorescence polarization; 0% vehicle, 100% cell-free pure enzyme wells | activation, % at 5.96 µM | actives 0.073% (n = 340,000);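 active = activation above the mean of all tested compounds plus 3 SD, set per screening campaign, cut at about 17% in these data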
M18AAP inhibitor: blocks P. falciparum M18 aspartyl aminopeptidase | recombinant PfM18AAP, H-Glu-NHMec fluorogenic cleavage | inhibition, % at 7.35 µM | actives 1.2% (n = 290,000);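 active = inhibition above the campaign mean inhibition over all tested compounds plus 3 SD, cut at about 28% in these data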;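 also: 0% = plate median of test compound wells and 100% = 2 mM ZnCl2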
pCIP destab: p/CIP protein destabilization | F442A p/CIP-EGFP cells, EGFP fluorescence, 16 h | decrease of EGFP signal, % at 10 µM | actives 0.01% (n = 290,000) | AID 1984;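 active = EGFP signal decrease of at least 30% at 10 µM or well 3 SD below plate mean, unless failing retest; inactive = the rest, including hits failing retest or dose response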; also: some compounds called inactive have numbers as strong as hits; many of its hits are not listed in these tables
IDE cell inh: cellular human IDE inhibition. inhibition, % at 5.59 µM. actives 0.41% (n = 320,000). HEK cells, FAbetaB cleavage, fluorescence polarization. P14735;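 active = percent inhibition above the average of all tested compounds plus 3 SD, set per screening campaign, cut at about 16% in these data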;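 also: IDE supplied by intact live HEK cells; FP after avidin binding of uncleaved biotin substrate so inhibition keeps polarization high; 0% = DMSO wells and 100% = 60 µM reference IDE inhibitor Ii1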
VIM-2 inhibitor: blocks Pseudomonas aeruginosa VIM-2 metallo-beta-lactamase. purified VIM-2, nitrocefin hydrolysis, epi-absorbance fluorescence. inhibition, % at 5.6 µM. actives 0.89% (n = 290,000);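 active = inhibition above the mean of all tested compounds plus 3 SD, cutoff set per screening run, cut at about 7.5% in these data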;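 also: red hydrolysis product quenches plate fluorescence so inhibitors raise well fluorescence; 0% = enzyme with DMSO and 100% = DMSO without enzyme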
* marks the source's active call; other numbers are inactive results; nt = not tested or not shown.

SMILES	NALP1 yeast inh	PHOSPHO1 inh	GPR7 antag	IMP-1 inhibitor	IDE cell activ	M18AAP inhibitor	pCIP destab	IDE cell inh	VIM-2 inhibitor
COc1ccc(S(=O)(=O)N2CCCC(C(=O)NCc3ccc4c(c3)OCO4)C2)cc1 (stereo not drawn)	nt	14	-22	-3.6	8	1	-3	-5	-3.0
O=C(/C=C/c1ccccc1O)c1ccc(Cl)cc1	2	37	-10	-3.2	-4	25	6	1	-1.6
O=C(NCCN1CCOCC1)c1cc(-c2cccc(O)c2)on1	8	16	-6	-2.5	6	-5	-4	-1	-1.6
COc1ccc(C2=NN(C(=O)c3cccs3)C(c3ccccc3OC)C2)cc1OC (stereo not drawn)	6	-4	-17	-0.8	2	-5	-13	6	1.8
CCOC(=O)CSCC(NC(=O)OC(C)(C)C)C(=O)OCC (stereo not drawn)	-14	38	-5	-0.4	-1	-7	-6	3	0.5
Cc1ccc(C(=O)NCCN2C3=NC[C@@H](Cc4ccccc4)N3C[C@H]2Cc2ccc(O)cc2)cc1Br	19	-12	49*	-0.9	-6	1	-3	16	0.8
CCN(C(=O)Cc1c(C(=O)O)[nH]c2ccccc12)c1cc(OC)ccc1OC	0	-4	6	-1.1	4	-1	9	-3	-0.6
CCN(CC)C(=O)COc1coc(CN2CCN(c3ccc(F)cc3)CC2)cc1=O	24	26	-8	-2.0	-2	-3	-9	-5	-2.1
CN(CCO)CC(O)Cn1cnc2c1c(=O)n(C)c(=O)n2C (stereo not drawn) (tested in a mixture with another compound)	24	6	-8	-2.8	8	-6	-12	-3	0.3
O=C(Nc1cccc(O)c1)c1cnn2cccnc12	14	-2	-5	-2.5	-3	2	-8	5	-1.0
O=[N+]([O-])c1ccc(N2CCN(Cc3ccc(Br)o3)CC2)cc1	-7	24	23	-2.9	-1	8	-1	nt	-0.7
COc1cccc(CCN2CCC(CNS(=O)(=O)c3cc(-c4cc(C)no4)ccc3C)CC2)c1	14	33	19	-3.9	2	-1	-2	3	-1.9
Clc1ccc(COn2nnc3ccccc32)c(Cl)c1	24	45	-22	-1.9	2	3	-8	-2	-1.4
C/C(O)=C\c1nc(=O)c2c(C)cc(C)nc2n1-c1ccccc1	12	-1	-6	-0.8	-1	2	-15	-1	-1.1
CCc1ccc(Nc2nnc(SCC(=O)Nc3ccc(C(=O)O)cc3)s2)cc1	5	13	-8	-3.3	5	6	-8	1	-3.4
O=c1c(Oc2ccccc2F)coc2cc(OCc3cnn(-c4ccccc4)c3)ccc12	10	-9	-5	-3.2	-2	-6	-3	-2	-2.4
CC1CC(C)(C)N2C(=O)C3(Nc4ccccc4S3)c3cccc1c32 (stereo not drawn)	8	0	-5	-0.5	3	22	-13	1	-1.7
CC(C)(O)CNC(=O)Nc1ccc(Cl)c(Cl)c1	21	-20	-9	-0.5	-1	-4	5	4	-0.9
Cc1c(Cc2ccccc2)c(=O)oc2c(C)c(OCC(=O)N3CCC(C(=O)O)CC3)ccc12	5	24	4	-3.4	-6	0	3	4	-0.3
O=C(NCCCNC(=O)c1ccc(Cl)cc1Cl)c1ccco1	-2	8	-18	-3.0	0	1	-1	13	-1.7
O=S(=O)(Cc1ccccc1)Nc1cccc(Br)c1	25	15	-4	-1.2	3	0	-2	nt	1.3
CCOc1cccc(/C(O)=C2/C(=O)C(=O)N(CCN3CCOCC3)C2c2ccncc2)c1 (stereo not drawn)	4	28	7	-2.1	nt	-1	-3	-1	-2.2
Cn1c(SCc2c(F)cccc2Cl)nc2c(c1=O)SCC2	-1	38	20*	-2.8	6	2	-6	-2	2.5
CC1(C)CC(=O)C2=C(C1)Nc1ccccc1NC2c1cccs1 (stereo not drawn)	3	8	-6	-2.1	-4	6	-14	-2	-4.0
N#Cc1ccc(CSc2nnc(-c3ccccn3)n2-c2ccccc2)cc1	-5	-47	-6	-0.7	3	0	-11	5	-1.2
CCc1cccc(CC)c1NC(=S)Nc1ccc2cn[nH]c2c1	nt	10	-6	-1.4	7	1	-1	4	-2.8
Nc1nc2sc3c(c2cc1C(=O)NCC(=O)O)CCCC3	28	29	-4	-1.4	2	21	2	1	-1.7
CS(=O)(=O)N(Cc1ccc(C(=O)N2CCc3ccccc3C2)cc1)c1ccccc1	-1	-9	11	-0.5	2	-6	-7	7	1.0
Cc1cc(C)c2nc(SC(C)C#N)cc(C)c2c1 (stereo not drawn)	-9	-4	-22	-2.4	3	-2	2	-1	-1.4
O=C(N/N=C/C(c1ccccc1)c1ccccc1)c1ccccc1F	-33	21	-9	-2.4	3	2	-1	-1	-4.2
CCn1c(=O)cc(OCC(=O)N2CCCC2)c2ccccc21	-4	0	1	-1.6	5	-5	-3	-1	-3.7
CCC1CCCCN1C(=O)CSc1nnc(CNC(=O)c2ccco2)o1 (stereo not drawn)	1	0	12	-2.7	-4	3	-18	0	-2.3
O=c1c2ccccc2nc(SCCN2CCCCC2)n1CCc1ccccc1	10	-24	2	-0.7	-3	-7	-4	7	2.0
CC1=NN(c2ccc(Cl)c(C(=O)O)c2)C(=O)/C1=C\c1ccc(-c2ccc(C(=O)O)cc2)o1	0	-114	-12	7.7*	-1	0	6	nt	-2.1
CC(C)CCC1(CCNC(C)c2cccs2)CCOC(C)(C)C1 (stereo not drawn)	nt	20	23*	-0.9	5	10	-14	-4	0.4
CCOc1cc(/C=C(/C#N)c2nc3ccccc3[nH]2)ccc1Oc1ccc([N+](=O)[O-])cn1	42	-31	-5	-2.9	6	2	-10	4	-4.5
COc1cc(CNC(C)(C)CO)ccc1OCC(=O)Nc1ccc(Br)cc1	-5	23	4	-2.1	-1	3	-4	16	-1.4
CN(C)c1ccc(/C=C2\SC(N3CCCCC3)=NC2=O)cc1	19	25	-8	0.8	-23	4	-47	16*	3.2
COc1cccc(C2/C(=C(/O)c3ccc(F)cc3)C(=O)C(=O)N2CCN(C)C)c1 (stereo not drawn)	3	-5	0	1.4	5	-10	-10	-3	1.4
COc1cccc(-c2nn3c(-c4cc(C)[nH]n4)nnc3s2)c1	13	7	9	0.2	0	-8	-4	5	4.3

Quoted at random: 6 compounds from above.
SMILES	NALP1 yeast inh	PHOSPHO1 inh	GPR7 antag	IMP-1 inhibitor	IDE cell activ	M18AAP inhibitor	pCIP destab	IDE cell inh	VIM-2 inhibitor
CC1=NN(c2ccc(Cl)c(C(=O)O)c2)C(=O)/C1=C\c1ccc(-c2ccc(C(=O)O)cc2)o1	0	-114	-12	7.7*	-1	0	6	nt	-2.1
N#Cc1ccc(CSc2nnc(-c3ccccn3)n2-c2ccccc2)cc1	-5	-47	-6	-0.7	3	0	-11	5	-1.2
CCn1c(=O)cc(OCC(=O)N2CCCC2)c2ccccc21	-4	0	1	-1.6	5	-5	-3	-1	-3.7
CS(=O)(=O)N(Cc1ccc(C(=O)N2CCc3ccccc3C2)cc1)c1ccccc1	-1	-9	11	-0.5	2	-6	-7	7	1.0
Nc1nc2sc3c(c2cc1C(=O)NCC(=O)O)CCCC3	28	29	-4	-1.4	2	21	2	1	-1.7
CC(C)CCC1(CCNC(C)c2cccs2)CCOC(C)(C)C1 (stereo not drawn)	nt	20	23*	-0.9	5	10	-14	-4	0.4

(next part)
SMILES	NALP1 yeast inh	PHOSPHO1 inh	GPR7 antag	IMP-1 inhibitor	IDE cell activ	M18AAP inhibitor	pCIP destab	IDE cell inh	VIM-2 inhibitor
O=C(NCc1ccc(Cl)cc1)c1ccc(COCC(F)(F)F)o1	23	-7	-16	-2.6	1	2	-7	-2	-1.4
COc1ccc(C2c3c(noc3C)CC(C)(O)C2C(C)=O)cc1 (stereo not drawn)	-9	32	-9	-2.4	6	-2	-12	0	-4.8
COc1cc(/C=C2/C(=N)N3C(=NC2=O)SN=C3S(=O)(=O)C(C)C)ccc1OS(=O)(=O)c1ccccc1	14	17	-13	-4.1	nt	0	6	7	-1.0
O=C(NCCc1ccc(Cl)cc1)c1ccc2nccnc2c1	8	29	-10	-4.3	-1	-1	-19	10	-1.8
COC(=O)Cn1c2ccccc2c2nc(=O)cc(C)n21	3	-21	-14	0.3	3	-3	-7	2	3.0
COc1cc(/C=C(\C#N)C(=O)NCC2CCCO2)ccc1O (stereo not drawn)	-30	-22	6	-4.2	3	0	-5	9	-4.5
c1nc(N2CCOCC2)c2c3c(sc2n1)CCCC3	19	-7	-14	-2.0	5	2	-3	-1	-0.7
CCCCCCCC1(C)NC(=O)NC1=O (stereo not drawn)	-3	12	8	-1.2	1	8	3	3	-2.0
OCC1(Cc2ccccc2)CCCN(Cc2ccn[nH]2)C1 (stereo not drawn)	4	52	-2	-0.6	4	-2	-10	1	-4.6
CCOC(=O)C1CCCN(C(=O)c2csc(-c3ccc4c(c3)CCO4)n2)C1 (stereo not drawn)	24	16	0	-2.6	4	-10	-10	0	-0.4
O=C(c1cccnc1Nc1ccccc1F)N1CCOCC1	2	-2	-6	-2.9	9	-4	-4	-3	-3.6
COc1ccccc1CNC(=O)c1cc(-c2cccnc2)nc2ccccc12	2	3	-5	-1.3	-4	1	2	-2	-4.0
CNC(=O)COC(=O)c1cc2c(s1)CCCC2	-1	12	-3	-4.2	2	-1	8	13	-3.8
Cc1cccc(C)c1-n1c(C)cc(/C=N/NC(=O)CSc2ncccn2)c1C	8	-4	-2	-3.6	2	-3	-7	6	-1.8
CCOC(=O)C1Cc2ccccc2C(=O)O1 (stereo not drawn)	17	21	-9	-5.7	-2	1	-10	-1	-4.6
COc1ccc(NC(=O)C2CCCN2S(=O)(=O)c2cccc3cccnc23)c(OC)c1 (stereo not drawn)	21	-14	-1	0.3	1	-13	-2	1	-1.9
CC1(C)CC(=O)/C(=C(\O)CCCN2C(=O)c3ccccc3C2=O)C(=NCC(=O)O)C1	13	-24	-11	-0.8	4	0	6	0	-0.4
COC(=O)CN(c1ccc(F)cc1)S(=O)(=O)c1ccccc1	-17	48	-2	-3.0	3	3	-12	2	-1.1
CCN(CC)CCN=CC1=C(O)CNC1=O	11	11	3	-4.0	2	-2	-3	7	-5.2
CC1=Nc2ccc(C)cc2N(Cc2ccccc2)C(=O)C1	-1	11	1	-2.2	-4	-6	-5	1	1.4
